Hep lipid drop – hepatic lipid droplet formation modulation. inhibition, % at 6.5 µM. AML12 mouse hepatocytes, oleate lipid droplets, BODIPY imaging. hit rate 0.4% among 240,000. AID 1656;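 active = lipid droplet intensity inhibited by at least 50%, with more than 500 cells counted; inconclusive = wells with under 300 cells, treated as cytotoxic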
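Assay system: AML12 mouse liver cells | Compound dosing: One dose, 6.5 µM compound | Read-out basis: Droplet intensity reduction, % inhibition | Measured by: Fluorescence imaging, 20x objective, two fields per well | Schedule: Overnight treatment with compound plus oleate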
Hep lipid drop cells 6.5 µM – second read-out of Hep lipid drop, no call of its own (marks repeat the call); cell count; measured here: cell count, cytotoxicity flag;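 cells counted across two imaged fields per well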
* hit, by the source's call; ? = inconclusive; nt = no result given. An excerpt. The share of hits here may be higher or lower than overall.

SMILES	Hep lipid drop	Hep lipid drop cells 6.5 µM
CC(C)(O)C#Cc1ccc(C(=O)N2CCC(C(N)=O)(N3CCCCC3)CC2)o1	-2	802
CCNC(=O)CN(c1ccc(Oc2ccccc2)cc1)S(=O)(=O)c1ccccc1	-7	677
CCOc1ccccc1NC(=O)C(CC)Sc1nc2ccsc2c(=O)n1CCC(=O)O (stereo not given)	-7	740
CC(C)Cc1cc(C(=O)N(C)C2CCCN(Cc3ccccc3F)C2)n(C)n1 (stereo not given)	-2	743
Cc1cccc(OCC(=O)Nc2ccc3c(c2)nc(CCN2CCCCC2)n3C)c1	-11	700
Cc1cc(C)c(S(=O)(=O)Nc2ccncc2)cc1C	-4	822
Cc1ccc(-c2nc(C(=O)NCCCN3CCOCC3)cc3c2[nH]c2ccccc23)cc1	4	808
C=CCOc1c(Br)cc(CNCCCN2CCOCC2)cc1OC	25	803
COc1ccc(CN2CCNC(=O)C2CC(=O)NCCN2CCCCC2=O)c(F)c1 (stereo not given)	23	677
COc1ccc(N2CC(C(=O)Nc3nnc(SCC(=O)NCC4CCCO4)s3)CC2=O)cc1 (stereo not given)	-6	678
Cc1ccc(NC(=O)Cc2nnc(SCC(=O)NC3=NCCS3)n2C)cc1	-6	764
Cc1ccc(C(=O)Nc2ccncc2)c(Cl)c1	9	835
NC(=O)N/N=C/c1ccccc1OC(=O)c1cc2ccccc2oc1=O	-15	712
COc1ccc(CN2CCC(n3nccc3NC(=O)C3CC3)CC2)c(OC)c1OC	9	708
Cc1cccc(NC(=S)NC2CCSc3ccccc32)c1 (stereo not given)	3	731
CC(=O)c1ccc(NC(=O)Cn2cnc(S(=O)(=O)N3CCOCC3)c2)cc1	-2	744
COc1ccccc1N=Nc1c(C)n[nH]c1C	8	794
COc1ccc(NC(=S)NC(=O)/C=C/c2ccccc2)cc1	21	837
Cc1ccccc1NC(=O)CN1CCN(C(=O)c2ccco2)CC1	-4	668
COc1ccccc1NC(=O)CSc1nnc(CNC(=O)c2cccs2)o1	3	653
O=C(N/C(=C/c1ccc(Br)cc1)C(=O)N1CCCCC1)c1ccccc1F	-4	635
CCc1cc(=O)oc2c(C)c(OCC(=O)NCCCN3CCOCC3)ccc12	4	669
CN(C)c1ccc(C(C(=O)NC2CCCCC2)N(Cc2ccco2)C(=O)c2snc(C(N)=O)c2N)cc1 (stereo not given)	3	695
CC(=O)Nc1cccc(C(=O)N(CCc2ccccc2)Cc2ccccc2)c1	-21	694
COc1ccc2c(c1)C(=O)N(c1ccc(C)cc1C)C(=O)C2(C)C	-1	798
Cc1cc(O)c(C2(O)C(=O)Nc3ccccc32)cc1C (stereo not given)	6	694
CCOC(=O)Cn1c(=O)c2c(nc3n2CCCN3CCc2ccccc2)n(C)c1=O	3	812
CCOC(=O)C1=C(CN2CCN(C(=O)c3ccco3)CC2)NC(=O)NC1c1ccc(OC)cc1 (stereo not given)	2	737
COc1ccc(C(=O)NCCNC(=O)c2ccccn2)cc1	-3	767
CC(=O)Nc1ccc(NC(=O)c2ccccc2N(C)S(=O)(=O)c2ccccc2)cc1	-20	800

Filtered by structure, the compounds so far containing a thiophene ring, fused or not (two)
SMILES	Hep lipid drop	Hep lipid drop cells 6.5 µM
CCOc1ccccc1NC(=O)C(CC)Sc1nc2ccsc2c(=O)n1CCC(=O)O (stereo not given)	-7	740
COc1ccccc1NC(=O)CSc1nnc(CNC(=O)c2cccs2)o1	3	653

Next results follow:
SMILES	Hep lipid drop	Hep lipid drop cells 6.5 µM
Cc1ccc(CCN2CC(C(=O)NC(C)C)CC2=O)cc1 (stereo not given)	7	427
COc1ccc(NC(=O)CCNC(=O)C2CCN(S(=O)(=O)c3ccc(F)cc3)CC2)cc1OC	34	777
CN(CC(=O)Nc1cccc(F)c1)C(=O)/C=C/c1ccc2ccccc2n1	2	829
COc1ccccc1C(=O)NC1CCN(C(=O)Nc2ccc(F)cc2)CC1	-2	809
COc1ccc(/C=C(/NC(=O)c2ccc(Br)cc2)C(=O)N2CCOCC2)cc1	29	696
O=C(NC(=S)Nc1ccc(Cl)c(C(=O)O)c1)c1cncc(Br)c1	16	814
O=C(NNC(=O)c1cc(-c2ccncc2)nc2ccccc12)Nc1ccc(F)cc1	0	811
CN(Cc1ccccn1)C(=O)C1CCC(=O)N(Cc2cccc(C(F)(F)F)c2)C1 (stereo not given)	-1	704
CSc1ccccc1OCc1cc(C(=O)N(C)C(C)c2nc(C)cs2)no1 (stereo not given)	-18	707
Cc1ccc(-c2nc(CS(=O)CC(=O)NC(C)CCc3ccccc3)c(C)o2)cc1 (stereo not given)	-20	689
CON(C)S(=O)(=O)c1cccc(C(=O)NC2CCSc3ccccc32)c1 (stereo not given)	-11	794
Cc1cccc(C)c1OCc1cc(C(=O)N2CCC(C3CCCCC3)C2)no1 (stereo not given)	-4	700
Oc1cc2c(cc1CN1CCN(c3ncccn3)CC1)OCO2	1	714
CCc1cc(C(=O)Nc2ncccc2O)sc1C	2	815
Cc1ccsc1C(=O)N1CCN(c2ccccn2)CC1	-3	791
CC1CC(C)CN(S(=O)(=O)c2ccc3c(c2)CC(C)N3C(=O)C2CCC2)C1 (stereo not given)	-16	683
Cc1ccc(S(=O)(=O)NC2CC2)s1	23	807
O=C(OCCN1CCOCC1)c1cccc(F)c1	-2	826
CCN1CCN(c2ccc(S(=O)(=O)N3CCCCC3)cc2NC(=O)/C=C/c2cccc(OC)c2OC)CC1	-9	723
COc1ccc(CC(=O)N2CCC(CCC(=O)Nc3ccccc3)CC2)cc1	1	856
CCOc1ccc(-n2nc3ccc(NC(=O)CC)cc3n2)cc1	-1	833
CCCCCCC/C=N/Nc1nnc(Cc2ccccc2)c(=O)[nH]1	-1	814
O=C(Nc1nnc(SCCC2OCCO2)s1)C1CC(=O)N(c2ccccc2)C1 (stereo not given)	0	661
CC(=O)Nc1cc(-c2nc3ccccc3o2)ccc1Cl	14	828
CCN(CC)c1ccc(N=CN2CCOCC2)cc1	1	832
COc1ccc(CC(=O)Nc2ccccc2C(=O)N2CCCC2)cc1	-5	827
O=S(=O)(/C=C/c1ccccc1)N1CCOCC1	-2	820
Cc1cccc(N2CCN(C(=O)c3c(-c4ccccc4Cl)noc3C)CC2)c1C	-200	335
Cc1ccc(OCc2ccccc2C)c([N+](=O)[O-])n1	-7	732
CC(C)c1ccc(NC(=O)Nc2cnccn2)cc1	-19	601

Of the compounds above, nine have fluorine.
SMILES	Hep lipid drop	Hep lipid drop cells 6.5 µM
CC(C)Cc1cc(C(=O)N(C)C2CCCN(Cc3ccccc3F)C2)n(C)n1 (stereo not given)	-2	743
COc1ccc(CN2CCNC(=O)C2CC(=O)NCCN2CCCCC2=O)c(F)c1 (stereo not given)	23	677
O=C(N/C(=C/c1ccc(Br)cc1)C(=O)N1CCCCC1)c1ccccc1F	-4	635
COc1ccc(NC(=O)CCNC(=O)C2CCN(S(=O)(=O)c3ccc(F)cc3)CC2)cc1OC	34	777
CN(CC(=O)Nc1cccc(F)c1)C(=O)/C=C/c1ccc2ccccc2n1	2	829
COc1ccccc1C(=O)NC1CCN(C(=O)Nc2ccc(F)cc2)CC1	-2	809
O=C(NNC(=O)c1cc(-c2ccncc2)nc2ccccc12)Nc1ccc(F)cc1	0	811
CN(Cc1ccccn1)C(=O)C1CCC(=O)N(Cc2cccc(C(F)(F)F)c2)C1 (stereo not given)	-1	704
O=C(OCCN1CCOCC1)c1cccc(F)c1	-2	826

Going on with the list.
SMILES	Hep lipid drop	Hep lipid drop cells 6.5 µM
CC12CC3CC(C)(C1)CC(C(=O)NCc1ccncc1)(C3)C2	4	786
O=C(Nc1ccccc1)c1ccc(-n2cnnn2)cc1	31	716
CN1C(=O)c2cccc3c(S(=O)(=O)N4CCCC4C(=O)O)ccc1c23 (stereo not given)	31	712
CCOc1ccc(CCNC(=O)COC(=O)c2cc(S(=O)(=O)N3CCOCC3)ccc2F)cc1OCC	25	674
OCC1(CCc2ccccc2)CCN(C/C=C/c2ccccc2)CC1	1	814
COC(=O)C(C)Oc1ccc(-c2nccc(-c3ccc(F)cc3)n2)cc1 (stereo not given)	-9	777
COC(=O)CSc1nnc(COc2cccc3ccccc23)o1	-9	863
COc1ccc(NC(=O)CCS(=O)(=O)c2cc3c(cc2Cl)NC(=O)CO3)cc1OC	-11	676
CCn1c(SCC(=O)Nc2ccc(C)cc2)nc2sc3c(c2c1=O)CCN(C)C3	-17	661
O=C(CN1CCN(C(=O)C2CCCO2)CC1)Nc1cc(C(F)(F)F)ccc1Cl (stereo not given)	2	759
CCn1cc(C(=O)NC2CCCc3c2cnn3-c2cccc(C)c2C)cn1 (stereo not given)	-21	534
O=C(NCc1cccnc1)C1CC(c2cccc(Br)c2)=NO1 (stereo not given)	-1	803
CCNc1oc(/C=C/c2ccc(OCC)cc2)nc1C#N	9	826
C=CCN(C(=O)c1csnn1)C(C(=O)NC1CCCC1)c1cccs1 (stereo not given)	10	817
O=C(Cc1ccc(NC2=NC3CS(=O)(=O)CC3S2)cc1)NCc1ccccc1 (stereo not given)	-7	749
O=S(=O)(c1cc(Cl)c(Cl)cc1Cl)N1CCN2CCCC2C1 (stereo not given)	-3	851
CC(C)C(NS(=O)(=O)c1cccs1)C(=O)NCc1ccccc1 (stereo not given)	?	nt
CCn1c(=S)sc2c(=O)n(CC(=O)NC(C)CCc3ccccc3)c(C)nc21 (stereo not given)	-1	723
CCC(NC(=O)c1cc(COc2c(F)cccc2F)on1)c1ccncc1 (stereo not given)	12	664
COc1ccc(OC)c(C(C[N+](=O)[O-])c2c(C)cc3ccccn23)c1 (stereo not given)	14	822

Random excerpt: 5 entries already listed
SMILES	Hep lipid drop	Hep lipid drop cells 6.5 µM
COc1ccc(OC)c(C(C[N+](=O)[O-])c2c(C)cc3ccccn23)c1 (stereo not given)	14	822
O=C(NCc1cccnc1)C1CC(c2cccc(Br)c2)=NO1 (stereo not given)	-1	803
O=S(=O)(c1cc(Cl)c(Cl)cc1Cl)N1CCN2CCCC2C1 (stereo not given)	-3	851
CCNc1oc(/C=C/c2ccc(OCC)cc2)nc1C#N	9	826
O=C(Cc1ccc(NC2=NC3CS(=O)(=O)CC3S2)cc1)NCc1ccccc1 (stereo not given)	-7	749

Next results:
SMILES	Hep lipid drop	Hep lipid drop cells 6.5 µM
Cc1ccc(Nc2ncnc3sccc23)c(C)c1	34	812
CCC1CCCCN1C(=O)COc1ccc(N(C)S(=O)(=O)c2ccc(C)cc2)cc1 (stereo not given)	-25	805
CCOc1c(Br)cc(/C=C2\N=C(C)OC2=O)cc1Br	34	830
O=C(CCCN1C(=O)C(c2ccccc2)Oc2cccnc21)NCCc1ccc(Cl)cc1 (stereo not given)	-43	623
Brc1ccc(OCc2nc3ccccc3[nH]2)cc1	-1	754
C=CCOc1ccc(C(=O)c2ccccc2)c(OCC(=O)NC2(C#N)CCCC2)c1	-4	791
CCc1ccc(NC(=O)NC2CCCCCCC2)cc1	-5	708
Cc1ccc(C(=O)O)cc1NC(=S)NC(=O)c1ccc(COc2ccccc2)cc1	-13	635
COc1c(C(=O)Nc2ccccc2N2CCOCC2)cc2ccccc2c1Br	-6	711
COc1ccc(-c2cc(C3CC3)nc(N)c2C#N)cc1	10	811
COc1ccc(CN(CC(=O)NCc2ccc3c(c2)OCO3)C(=O)c2csnn2)cc1	17	755
CCOc1ccccc1NC(=O)c1ccc(NC(=O)C2CCCO2)cc1 (stereo not given)	4	832
COc1ccc(N2CCN(S(=O)(=O)CCNC(=O)C3CCCCC3)CC2)cc1	14	737
CCC1(CC)Cc2ccccc2-c2nc(CN(C)C)[nH]c(=O)c21	-8	813
O=C(NCc1cccc(F)c1)c1cccc(OC2CCN(C(=O)C3CC3)CC2)c1	-11	727
Cc1ccc2nc3c(c(Nc4ccc(O)cc4)c2c1)CCC3	0	807
O=C(CNC(=O)c1ccc(Br)o1)NCC1CCCO1 (stereo not given)	-21	667
CN(C)S(=O)(=O)c1ccc(C(=O)NCc2nc3ccccc3s2)cc1	0	786
COc1cccc(C(C(=O)NC2CCCC2)N(C(=O)c2ccco2)c2ccc(NC(C)=O)cc2)c1OC (stereo not given)	2	840
CN(Cc1ccc(F)cc1)S(=O)(=O)c1nnc(NC(=O)c2ccccc2Br)s1	0	718
O=S(=O)(c1ccc(F)cc1)N1CCC(n2cnc3ccccc32)CC1	-4	847
Cc1ccc(C2=NS(=O)(=O)N(C)C(C(=O)NCc3cccs3)=C2)cc1	-11	714
O=C(NNc1ccccc1[N+](=O)[O-])Nc1ccc(F)cc1F	-1	787
Cc1cc(S(=O)(=O)N2CCCC2)ccc1OCC(=O)Nc1ccccc1	2	692
CCOc1cc(C(=O)NCCC(=O)N2CCC3(CC2)NCCc2[nH]cnc23)cc(OCC)c1OCC	15	706
O=C(CSc1nc2ccccc2o1)N1CCOCC1	-6	909
c1c(CC2CCCC2)nnn1C[C@H]1CC[C@@H]([C@@H]2CC[C@H](Cn3cc(CC4CCCC4)nn3)O2)O1	-16	801
COc1ccccc1OCC(O)CN1CCN(C(=O)c2ccccc2)CC1 (stereo not given)	1	840
Cc1ccc(-n2nc3c(c2NC(=O)c2ccc4c(c2)OCO4)CS(=O)(=O)C3)cc1	-10	730
CC(Sc1nc2c(c(=O)[nH]1)CCCC2)C(=O)Nc1ccccc1C#N (stereo not given)	25	789
O=c1c(-c2ccccc2)coc2c(CN3CCCCC3)c(O)ccc12	5	784
CCOC(=O)CNC(=O)N1CCc2ccc(NC(=O)c3ccccc3OC)cc2C1	-1	734
CCOc1cccc2cc(C(=O)Oc3ccc(OC)cc3)c(=O)oc12	13	844
COc1cc(CN2CC(=O)N(c3ccccc3Cl)C2=S)cc(OC)c1OC	-11	784
Cc1cc(C(=O)Nc2ccc3ccccc3c2)oc1C	-6	743
